# Assay outcomes: PubChem, National Center for Advancing Translational Sciences (NCATS)
# Lipid storage S3: qHTS Assay for Lipid Storage Modulators in Drosophila S3 Cells; AID 2685; 0.64% of 320,000 active; Drosophila S3 cells, BODIPY lipid droplet fluorescence, 18-24 h; cells fed with added oleic acid; Potency in µM for hits, for the others lipid storage change, negative = inhibition, % at the top dose, mostly 46.1 µM; active means well fitted inhibition curve with a large enough effect in the signal ratio, with a control signal flat, not every such curve was filed as active; inconclusive means small, poorly fitted or top-dose-only effect, or effect the other way, or a change in a side signal; the % refers to the signal ratio
#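 Laser-scanning cytometry quantifies lipid droplet accumulation (500–530 nm total intensity; droplet/cell object ratio) in oleic acid-fed (400 uM added) Drosophila S3 cells treated with a concentration series. 20 uM Triacsin C defined 100% inhibition.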
# Lipid storage S3 cell count max: also measured in Lipid storage S3; calls as there; cell number change, %; measured here: cell count max response;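 cells counted by Cell Tracker Red CMTPX staining in the red channel; peak over a dose series mostly up to 46.1 µM; percent activity relative to internal control wells on each plate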
# An asterisk follows results filed as active; i = inactive; ? = inconclusive; . = not tested or not shown; [ ] = another dose, or the depositor's remark. On the % scale 0 is the no-effect control and ±100 the full control effect; potency means the concentration at half of the fitted maximal effect.
# Sample of the layout, 2 compounds:
No. | smiles | Lipid storage S3 | Lipid storage S3 cell count max
1 | CC1C(=O)Nc2ccccc2N1C(=O)c1ccc(O)cc1 (centres undefined) | -17.6% | -15.6
2 | CCOC(=O)CNc1nc(C(C)(C)C)nc2c1nnn2Cc1ccccc1Cl | ? | .

# All compounds of this part, previewed entries included:
No. | smiles | Lipid storage S3 | Lipid storage S3 cell count max
1 | CC1C(=O)Nc2ccccc2N1C(=O)c1ccc(O)cc1 (centres undefined) | -17.6% | -15.6
2 | CCOC(=O)CNc1nc(C(C)(C)C)nc2c1nnn2Cc1ccccc1Cl | ? | .
3 | O=C(NCc1ccc(F)cc1)C(c1cccs1)N(C(=O)c1csnn1)C1CC1 (centres undefined) | 4.2% | -16.6
4 | COc1cccc(OC)c1C(=O)NC(=S)Nc1ccc2c(c1)OCCO2 | ? | .
5 | O=C(Nc1ccccc1C(=O)N1CCCCC1)NC1CCCCC1 | 3.8% | 6.3
6 | CC(=O)Nc1ccc(S(=O)(=O)Nc2ccccc2C(=O)N2CCOCC2)cc1 | ? | .
7 | Cc1cc(C=O)c(C)n1-c1ccc(NC2CCCC2)c([N+](=O)[O-])c1 | ? | .
8 | Cc1ccc(NS(=O)(=O)c2c(C(=O)N3CCOCC3)c(C)n(C)c2C)cc1C | ? | .
9 | O=C(CSc1nccn1-c1ccccc1)NCc1ccc(F)cc1 | ? | .
10 | CN1CCN(/N=C2/C(=O)Nc3ccc([N+](=O)[O-])cc32)CC1 | ? | .
11 | CSc1ccccc1C(=O)Nc1ccc2c(c1)OCCO2 | 3.5% | -2.7
12 | CN(CC(=O)NCCc1ccc(S(N)(=O)=O)cc1)S(=O)(=O)/C=C/c1ccccc1 | ? | .
13 | Cn1nc(CC(=O)Nc2ncc(Br)s2)c2ccccc2c1=O | ? | .
14 | CC(=O)Nc1cccc(-c2csc(NCc3ccco3)n2)c1 | i | 22.3
15 | Cc1nnc(NC(=O)Cn2nc(C)c3ccccc3c2=O)s1 | 3.8% | 9.1
16 | CC(C)c1ccc(NC(=S)Nc2ccc(OC(F)(F)F)cc2)cc1 | ? | .
17 | O=C(O)/C(=C\c1cccs1)Sc1nnc(-c2ccc(F)cc2)o1 | ? | .
18 | O=C(CCOc1ccccc1)Nc1ccc(Br)cc1 | ? | .
19 | Cc1ccc(N(C(=O)c2cnccn2)C(C(=O)NC2CCCCC2)c2ccc(O)cc2)cc1 (centres undefined) | 11.4% | -2.4
20 | CCN(CC)S(=O)(=O)c1ccc(N(C)Cc2ccc(C(F)(F)F)cc2)nc1 | ? | .
21 | COc1ccc(CN2C(=O)C(CC(C)C)Nc3ncnc(N4CCN(c5ccccn5)CC4)c32)cc1 (centres undefined) | ? | .
22 | Cc1nnc2n1NC(c1ccc(Cl)cc1)C(C(=O)N(C)C1CCCCC1)S2 (centres undefined) | ? | .
23 | COC(=O)c1c(NC(=O)Cc2cccs2)sc(C(=O)N2CCCCC2)c1C | ? | .
24 | FC(F)(F)c1cnc(/C=C/Nc2ccccc2Cl)c(Cl)c1 | 2.6% | 9.9
25 | O=C(NCc1ccccc1)C1CCCN(S(=O)(=O)c2cccc3nsnc23)C1 (centres undefined) | ? | .

# The list goes on; it opens with the 3 that closed the last part.
No. | smiles | Lipid storage S3 | Lipid storage S3 cell count max
23 | COC(=O)c1c(NC(=O)Cc2cccs2)sc(C(=O)N2CCCCC2)c1C | ? | .
24 | FC(F)(F)c1cnc(/C=C/Nc2ccccc2Cl)c(Cl)c1 | 2.6% | 9.9
25 | O=C(NCc1ccccc1)C1CCCN(S(=O)(=O)c2cccc3nsnc23)C1 (centres undefined) | ? | .
26 | Clc1ccccc1C1=CC(c2ccco2)n2ncnc2N1 (centres undefined) | ? | .
27 | Cc1ccc(NC(=S)N(CCN2CCCCC2)Cc2ccco2)cc1Cl | ? | .
28 | CC(=O)OCC(=O)Nc1ccc(Cl)cc1Cl | ? | .
29 | O=C(O)c1ccc(NC(=O)c2cccc(N3C(=O)C4C5CCC(C5)C4C3=O)c2)cc1 (centres undefined) | -0.1% | -10.4
30 | Cc1cc(N2CCN(C3CCCC3)CC2)n2c(nc3ccccc32)c1C#N | -3.0% | -7.8
31 | Cc1cccc(Oc2ccc(NS(=O)(=O)c3ccc(C)c(C(=O)O)c3)cc2)c1 | ? | .
32 | O=C1/C(=C\c2cccs2)N=C(c2cccs2)N1Nc1ccccc1 | ? | .
33 | O=C(CSc1nnc(NC2CCCCC2)s1)NC1CCS(=O)(=O)C1 (centres undefined) | -0.8% | -16.0
34 | COc1ccc(CNC(=O)COc2ccc(S(=O)(=O)N3CCOCC3)cc2C)cc1 | i | 12.9
35 | COc1cccc(-n2c(=O)c3sccc3n(CC(=O)NC3CCCC3)c2=O)c1 | ? | .
36 | COc1ccc(NC(=O)CC2C(=O)N(c3ccccc3)C(=O)N2CCc2cccs2)cc1 (centres undefined) | 21.6% | 25.2
37 | Cc1cc(C2C(=O)CC(=O)CC2c2ccccc2)on1 (centres undefined) | 12.0% | 15.1
38 | CC1=C(CC(=O)c2ccc(Cl)cc2)C(=O)c2ccccc2C1=O | i | 4.0
39 | OCCC1CN(C/C(Cl)=C/c2ccccc2)CCN1C1CCCC1 (centres undefined) | -1.7% | -4.7
40 | CC(Sc1ccc(Cl)cc1)C(=O)NNC(=O)c1csc(N2CCOCC2)n1 (centres undefined) | 8.9% | 6.2
41 | COc1ccc(C(=O)CSc2nnn(-c3cccc(NC(C)=O)c3)n2)cc1 | 11.5% | -6.3
42 | Cc1cc(=O)n2c(C)n[nH]c2n1 | i | .
43 | COC(=O)COc1ccc(S(=O)(=O)NCc2ccc3c(c2)OCO3)cc1 | ? | .
44 | COc1ccc(OC)c(S(=O)(=O)NCC(=O)O)c1 | ? | .
45 | O=C(C1CCCO1)N1CCN(C(=S)Nc2cccc(Cl)c2)CC1 (centres undefined) | 0.0% | 7.8
46 | COc1ccc(N(CC(=O)NCc2ccco2)C(=O)CCC(=O)Nc2ccccn2)cc1 | 11.7% | 7.3
47 | COc1ccc(OCc2cc(C(=O)N(Cc3nccn3C)C(C)C)no2)c2ccccc12 | i | -12.6
48 | Cc1cc(NC(=O)C(C)Oc2ccc(Cl)cc2Cl)no1 (centres undefined) | i | 18.5
49 | Cc1ccccc1Nc1nnc(SCC(=O)NCc2cccs2)s1 | -25.7% | 0.0
50 | COc1ccccc1N(C)S(=O)(=O)c1ccc(C(=O)Nc2nc(C)c(C(C)=O)s2)cc1 | ? | .
51 | COc1cc(/C=N/NC(=S)NCc2ccccc2)ccc1OCC#N | ? | .
52 | Cc1nc(Nc2ccccc2)sc1-c1ccccc1 | ? | .
53 | CCn1c(SCC(=O)Nc2nccc(C)n2)nc2ccccc21 | 2.1% | 16.2
54 | CCCn1c(N)c(N(CCOC)C(=O)c2cc3c(s2)CCC(CC)C3)c(=O)[nH]c1=O (centres undefined) | ? | .
55 | CCCCN(C)c1c(N2CCC(C(=O)OCC)CC2)c(=O)c1=O | ? | .
56 | CCCCC[C@H]1CN(Cc2ccccc2)C(=O)[C@@H]1CC(=O)NCc1ccccc1 | ? | .
57 | CCOC(=O)/C(=C\c1ccc([N+](=O)[O-])cc1)C(=O)c1cc(C(C)=O)c(Nc2ccccc2)s1 | 0.2% | -0.1
58 | Cc1ccc(CN2C(=O)N/C(=C\c3ccc(-c4ccc(C(=O)O)cc4C)o3)C2=O)cc1 | 2.3% | .
59 | CC(=O)c1nn(-c2cccc(Br)c2)cc1C(=O)c1ccc(Br)cc1 | ? | .
60 | C=CCN1C(=O)CSc2ccc(C(=O)NCCC3=CCCCC3)cc21 | ? | .
61 | CCOc1ccc(/C=C(\C#N)C(=O)Nc2ccccn2)cc1 | ? | .
62 | O=C(COc1nsnc1N1CCOCC1)Nc1ccc([N+](=O)[O-])cc1 | ? | .
63 | CCC(Oc1cccc(Cl)c1)C(=O)N1CCCN(C)CC1 (centres undefined) | 21.5% | .
64 | CC1CCCC(C)N1/N=C/c1cc(Br)c(O)c(Br)c1 (centres undefined) | ? | .
65 | CC/C(=N\NC(=O)c1ccc(N2CCCC2=O)cc1)c1ccccc1 | i | -11.8
66 | Nc1nc(-c2ccc(NC(=O)c3ccco3)cc2)cs1 | i | 10.4
67 | N/C(=N\OCC(=O)Nc1ccccc1)c1nonc1N | 20.6% | -8.0
68 | Cc1ccc(C)c2sc(N)nc12 | ? | .
69 | O=C1c2cccc3cccc(c23)C(=O)N1c1nccs1 | ? | .
70 | COc1ccc(OC)c2c1sc(=NC(=O)C1COc3ccccc3O1)n2C (centres undefined) | ? | .
71 | CCOC(=O)c1ccc(N=c2sc(C(=O)OC)cc(=O)n2-c2ccc(C(=O)OCC)cc2)cc1 | ? | .
72 | CC(C)CC1(C(=O)NCCN2CCOCC2)C=CCN1C(=O)c1ccccc1 (centres undefined) | 0.1% | 3.4
73 | CCOC(=O)N1CCN(C(=O)c2cc(OC)cc(OC)c2)CC1 | -6.0% | .
74 | c1cn2cc(CN3CCOCC3)nc2s1 | 7.2% | -5.8
75 | Cc1cccc([C@@H]2[C@@H]3C(=O)N(Cc4ccccc4)C(=O)[C@@H]3[C@]3(CC(C)C)C(=O)N(c4cccc(F)c4)C(=O)N23)c1 | 18.5% | -24.0

# Carrying on:
No. | smiles | Lipid storage S3 | Lipid storage S3 cell count max
76 | Fc1cccc(Cl)c1CSc1nnc(-c2ccncc2)o1 | 15.0% | -0.2
77 | COc1ccccc1N1C(=O)CC(N2CCN(c3ccc(Cl)cc3)CC2)C1=O (centres undefined) | ? | .
78 | CCS(=O)(=O)c1ccc2oc(SCC(=O)NC(C)C3CC4CCC3C4)nc2c1 (centres undefined) | i | 18.6
79 | Cc1[nH]nc2c1[C@@H](c1ccccc1[N+](=O)[O-])C(C#N)=C(N)O2 | -14.5% | -8.6
80 | CN1CCN(C(=O)c2cnn(-c3ccccc3)c2NC(=O)c2cccs2)CC1 | -7.8% | -4.1
81 | Cc1nnc2ccc(N3CCOCC3)nn12 | ? | .
82 | COc1c(F)c(F)c(C(=O)Nc2cccc(Cl)c2N2CCOCC2)c(F)c1F | 12.0% | -0.1
83 | COc1ccc(-n2cc(CNCC3CCOCC3)c(-c3cccc(F)c3)n2)cc1 | -3.5% | -2.9
84 | Cc1ccc(S(=O)(=O)n2ccc(OC(=O)c3cccs3)n2)cc1 | -11.7% | 7.7
85 | Nc1ccc2nc(SCc3ccc([N+](=O)[O-])cc3)sc2c1 | ? | .
86 | COc1ccccc1C(=O)NCCC(=O)NCc1ccccn1 | 13.0% | -4.6
87 | NS(=O)(=O)c1ccc(CNC(=O)CC23CC4CC(CC(C4)C2)C3)cc1 | 4.0% | -4.0
88 | Cc1cc(C)c(S(=O)(=O)ON2C(=O)c3ccccc3C2=O)cc1C | ? | .
89 | CCSc1nnc(NC(=O)c2nc3nc(C)cc(C)n3n2)s1 | ? | .
90 | CS(=O)(=O)Nc1ccc(C(=O)NCc2ccco2)cc1 | i | .
91 | Cc1ccc(C)c(OCCn2ccnc2)c1 | ? | .
92 | O=C(Cc1cccs1)N1CCN=C1SCc1ccccc1Cl | ? | .
93 | O=C(CCSCCc1ccccn1)Nc1nccs1 | 17.4%[9.22 µM] | .
94 | COC(=O)c1ccc(S(=O)(=O)NCc2ccc(S(N)(=O)=O)cc2)n1C | 6.6% | 0.8
95 | COc1ccc(S(=O)(=O)NCC2CCCN(Cc3ccc(O)cc3)C2)cc1 (centres undefined) | 2.4% | .
96 | Cn1nc(C(=O)NC2CCC(O)CC2)c2ccccc2c1=O (centres undefined) | ? | .
97 | O=C(CCCOc1ccccc1)N1CCN(c2ccccn2)CC1 | ? | .
98 | O=C(Nc1ccccc1[N+](=O)[O-])C1COc2ccccc2O1 (centres undefined) | -11.3% | -1.4
99 | O=C(OCc1ccc([N+](=O)[O-])cc1)C1CC(=O)N(c2ccccc2)C1 (centres undefined) | i | -5.1
100 | N#Cc1ccc(CN2CCN(C(=O)c3cn(Cc4ccccc4)nc3-c3cccnc3)CC2)cc1 | ? | .
101 | CC(C)Cc1nnc(NC(=O)CSc2nc(O)c(-c3ccccc3)c(=O)[nH]2)s1 | -0.2% | .
102 | CCOC(=O)CC(NC(=O)c1ccccc1F)c1ccc(C)cc1 (centres undefined) | ? | .
103 | CC1CCC(NC(=O)CNC(=O)Cc2cccc3ccccc23)CC1 (centres undefined) | ? | .
104 | COc1ccc(Cl)cc1NC(=O)NCc1ccc2c(c1)OCO2 | ? | .
105 | Cc1ccc(C2(c3noc(CN(C)CCCN4CCOCC4)n3)CCCC2)cc1 | 9.1% | .
106 | Cc1cc(N2CCCC2=O)cc(C)c1CN1C(=O)c2ccccc2C1=O | 10.5% | 16.8
107 | CC(=O)Nc1c(-c2ccc(Cl)cc2)c(=O)c2ccccc2n1C | 2.9% | -1.6
108 | Cc1ccc(-c2nnn(CC(=O)N(c3ccc(F)cc3)C(C(=O)NC3CCCC3)c3ccncc3)n2)o1 (centres undefined) | i | 23.7
109 | O=C(C1CCC1)N1CCN(S(=O)(=O)c2ccc(Br)cc2Cl)CC1 | -5.2%[0.0737 µM] | .
110 | O=C(Nc1ccc2oc(-c3ccc4ccccc4c3)nc2c1)c1ccc2c(c1)OCCO2 | i | -28.6
111 | CCCCCC(=O)N1CCN(S(=O)(=O)c2ccc3c(c2)OCCO3)CC1 | ? | .
112 | CC(Nc1cccnc1)=C(C#N)C#N | ? | .
113 | CCn1nnc(NC(=S)NC(=O)c2ccc(-c3cccc(Cl)c3)o2)n1 | 9.3% | -0.8
114 | COC(=O)c1cccc(Nc2cc(C)nc(-c3ccccc3O)n2)c1 | ? | .
115 | N#CC1=C(N)OC2=C(CCc3ccccc32)C1c1ccccc1Cl (centres undefined) | 26.4% | -15.7
116 | Cc1ccc(CNC(=O)C2C3C=CC(C3)C2C(=O)O)cc1 (centres undefined) | -9.4% | 3.8

# An excerpt; count on the stated rates, not on these rows.
